Spn PMK inh: S. pneumoniae PMK inhibition; 65,000 compounds, 0.49% hits; AID 539; inhibition, % at 10 µM; purified PMK, PK/LDH-coupled NADH absorbance 340 nm;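 active means top-ranked compounds by inhibition in the single 10 µM screen, taking a fixed number of the strongest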;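 further: 0% = full reaction with DMSO carrier and 100% = background rate without enzyme reaction; no value below 0 was filed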
LYP inhibition: LYP phosphatase inhibitors, primary screen, biochemical, DiFMUP fluorescence, recombinant catalytic domain, 10 µM (AID 606). recombinant LYP catalytic domain, DiFMUP fluorescence; higher % means a stronger effect. inhibition, % at 10 µM, or IC50 in µM where a hit was titrated. 52,000 tested, under 10 active;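 active means IC50 under 40 µM in the dose-response test; inactive means IC50 of 40 µM or more, or never dose-tested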
Bfl-1 inhibitors: Bfl-1 inhibitors, primary screen, biochemical, fluorescence polarization, FITC-Bid, mouse (AID 432). FITC-Bid BH3 peptide fluorescence polarization displacement; higher % means a stronger effect. one-dose displacement, % at 20 µM; IC50 in µM for titrated hits. 64,000 compounds, 0.02% hits; in the data active means a potency from the dose series; inactive means the rest, 99 in 100 with displacement below about 15%; further: strong numbers were not always called active
HPDE-C7 viability: HPDE-C7 pancreatic duct cell viability loss – fluorescence, HTS (AID 430); HPDE-C7 pancreatic duct cells viability, fluorescence; higher % means a stronger effect; cytotoxicity, % at 10 µM, or EC50 in µM where a hit was titrated; 63,000 compounds, 1.8% hits;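 further: cells exposed to compound for 48 hours before viability readout; 0% = vehicle and 100% = reference cytotoxic drug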
Alkaline phosphatase: human TNAP enzyme inhibitors, biochemical, luminescent (AID 518). purified TNAP enzyme, luminescent substrate readout; higher % means a stronger effect. 64,000 compounds, 0.09% hits. one-dose inhibition, % at 20 µM; IC50 in µM for titrated hits; in the data active means a potency from the dose series; inactive means the rest, 99 in 100 with inhibition below about 22%;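 further: plate controls were vehicle for no effect and reference inhibitor for full effect; many of its hits are not listed in these tables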
Spn DPM-DC inh: blocks S. pneumoniae diphosphomevalonate decarboxylase; AID 556; calls only at 10 µM; purified DPM-DC, PK/LDH coupled NADH fluorescence; 65,000 compounds, 0.49% hits;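 active means the 320 compounds with the highest percent inhibition in the single-dose primary screen, excluding strongly autofluorescent ones, cut at about 32% in these data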;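 further: kinetic rate of NADH fluorescence loss reporting ADP formed by the decarboxylase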
HPDE-C7K KRASV12: cytotoxicity in KRAS-transformed pancreatic duct cells, primary screen, cell-based, fluorescence, HTS (AID 431) | HPDE-C7K KRASV12 cells, Alamar Blue viability, 48 h; higher % means a stronger effect | 63,000 compounds, 1.7% hits | cytotoxicity, % at 10 µM; hits with a dose series show EC50 in µM;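 active means compounds whose percent cytotoxicity in the single-dose primary screen, scaled between solvent and toxic-drug controls, exceeds 50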;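 further: 0% = DMSO solvent wells and 100% = doxorubicin-treated wells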
HT1080 viability: HT1080 cell viability loss – fluorescence readout (AID 620); HT1080 viability, fluorescence; higher % means a stronger effect; one-dose cytotoxicity, % at 10 µM; EC50 in µM for titrated hits; 87,000 compounds, 0.42% hits;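 further: cells exposed to compound overnight then 4 h with Alamar Blue; 0% = vehicle DMSO and 100% = killing control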
Spn MK inh: blocks S. pneumoniae mevalonate kinase; 65,000 compounds, 0.48% hits; purified MK, PK/LDH-coupled NADH absorbance 340 nm; inhibition, % at 10 µM;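 active means ranked among the strongest by inhibition in the single 10 µM screen, a fixed top-ranked set picked for dose follow-up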; further: no value below 0 was filed
Spn PMK inh pilot replicates: also measured in Spn PMK inh; calls as there; inhibition, %; measured here: pilot screen replicates
Spn MK inh pilot replicates: further read-out of Spn MK inh, marked with its call; inhibition, %; measured here: pilot screen replicates
Spn DPM-DC inh pilot screen %: second read-out of Spn DPM-DC inh, no call of its own (marks repeat the call); inhibition, %; measured here: pilot screen trials
The depositor's hits bear a star; i = inactive; x = not tested or not shown. Unless noted, no stated cut-off is given here; in the data, active means cytotoxicity above about 50%; inactive means the rest. This is a subset. The share of hits here may be higher or lower than overall.

SMILES	Spn PMK inh	LYP inhibition	Bfl-1 inhibitors	HPDE-C7 viability	Alkaline phosphatase	Spn DPM-DC inh	HPDE-C7K KRASV12	HT1080 viability	Spn MK inh	others
Oc1c(Cl)cc(Cl)cc1CN1CCN(Cc2ccccc2)CC1	0.0	4.8%	5.4%	-9.5%	11.0%	i	-2.3%	-2.4%	3.0
COc1ccc(C2=NCC(=O)N(CC(=O)NCc3ccco3)c3sc4c(c32)CCCC4)cc1	8.0	13.5%	3.8%	-10.0%	8.7%	i	-9.4%	-3.7%	6.0
COc1ccc(C(=O)C(Cc2ccccc2)N(C)C)cc1 (centres undefined)	0.0	8.9%	-5.1%	-7.9%	13.9%	i	-2.9%	-1.1%	3.0
OC(c1ccc(F)cc1)C(c1ccccc1)N1CCOCC1 (centres undefined)	0.0	11.3%	-3.5%	-12.3%	13.6%	i	-3.0%	-0.3%	6.0
COC(=O)C(c1ccccc1)N1CCCCCC1 (centres undefined)	7.0	x	-5.4%	-2.6%	13.5%	i	-6.9%	-1.9%	0.0
Cn1c(O)c(C(=NCCN2CCCCC2)c2ccccc2Cl)c(=O)n(C)c1=O	8.0	8.1%	-12.6%	-1.7%	4.7%	i	-10.8%	-1.4%	6.0
C=CCn1c(O)c(C(C)=NCCN2CCOCC2)c(=O)[nH]c1=O	14.0	-10.2%	-1.0%	1.0%	4.8%	i	3.7%	28.0%	0.0
CNC(=O)N(C)c1nnc(C(C)(C)C)s1	0.0	16.4%	-0.9%	0.6%	6.9%	i	-8.6%	5.0%	0.0
CCCCOCCCn1c(N)c(C(=O)OCCOC)c2nc3ccccc3nc21	5.0	x	-5.2%	17.9%	-0.7%	x	22.6%	-8.1%	12.0
CC12CCCCC1=[N+]([O-])CN2O (centres undefined)	0.0	2.4%	-1.7%	-12.6%	12.2%	i	-4.0%	1.9%	1.0	Spn PMK inh pilot replicates=2.0;Spn MK inh pilot replicates=1.0;Spn DPM-DC inh pilot screen %=0.5
O=C(c1ccc2c(c1)ncn2C1CCCCC1)N1CCC2(CC1)OCCO2	15.0	7.2%	-0.6%	48.7%	3.1%	i	36.3%	17.8%	8.0
CCCCCCn1c(O)c(C=NC2CCN(Cc3ccccc3)CC2)c(=O)[nH]c1=O	0.0	11.5%	-4.2%	14.9%	14.5%	i	-5.0%	17.3%	0.0	Spn PMK inh pilot replicates=7.5;Spn MK inh pilot replicates=0.5;Spn DPM-DC inh pilot screen %=0.0
COc1ccc(C2NCc3ccc4c(c3-n3cccc32)OCO4)cc1O (centres undefined)	5.0	x	-2.9%	63.9%*	5.6%	i	59.8%*	67.8%*	2.0	Spn PMK inh pilot replicates=3.0;Spn MK inh pilot replicates=0.0;Spn DPM-DC inh pilot screen %=3.0
Cc1ccc2nc(N3CCN(C)CC3)[nH]c2c1	9.0	-2.1%	2.0%	-17.0%	7.8%	i	-12.6%	5.9%	8.0	Spn PMK inh pilot replicates=0.0;Spn MK inh pilot replicates=0.5;Spn DPM-DC inh pilot screen %=0.0
Cc1ccc(C)c(NC2=NCCCS2)c1	8.0	-3.5%	2.2%	-24.9%	8.8%	i	-8.4%	5.4%	0.0	Spn PMK inh pilot replicates=3.0;Spn MK inh pilot replicates=2.0;Spn DPM-DC inh pilot screen %=4.5
Cn1c(O)c(C=NCCCNC2CCCCC2)c(=O)n(C)c1=O	4.0	-0.7%	2.5%	-1.2%	8.4%	i	11.5%	5.9%	5.0
CC1=NOC2(C)Nc3ncnn3C(c3ccccc3)C12 (centres undefined)	2.0	9.7%	-7.5%	6.7%	11.7%	i	5.6%	7.2%	1.0	Spn PMK inh pilot replicates=0.0;Spn MK inh pilot replicates=0.0;Spn DPM-DC inh pilot screen %=2.5
CC1(C)CN=C(Nc2nc3ccccc3s2)S1	6.0	-3.4%	-8.6%	4.5%	-6.6%	i	-5.4%	-3.4%	15.0
Cc1ccc(C2(O)CC(C)N(C)CC2C)cc1 (centres undefined)	21.0	x	-1.6%	1.9%	5.6%	i	-3.1%	-21.7%	0.0
O=C(CN1CC=C(c2ccccc2)CC1)NC(=O)NCc1ccco1	21.0	6.0%	5.6%	1.0%	3.9%	i	2.5%	-0.1%	3.0
c1cncc(C2CC(c3cccs3)n3ncnc3N2)c1 (centres undefined)	11.0	-7.6%	1.3%	1.6%	7.6%	i	0.5%	3.2%	6.0
CN(C)C1(c2nnnn2-c2ccc(Cl)cc2)CCCCC1	2.0	7.9%	0.1%	-10.3%	5.4%	i	-2.2%	23.7%	0.0
CCCCN1C(=O)NC(=O)C2(Cc3c(nc4c(C)cccn4c3=O)N3CCc4ccccc4C32)C1=O (centres undefined)	8.0	11.3%	4.2%	13.9%	3.8%	i	4.2%	0.5%	2.0	Spn PMK inh pilot replicates=0.0;Spn MK inh pilot replicates=0.0;Spn DPM-DC inh pilot screen %=0.0
CCOC(=O)CN1C(=O)C2(C(C#N)=C(N)Oc3ccccc32)C(C(=O)OC)=C1C (centres undefined)	0.0	3.1%	1.1%	-12.6%	-0.2%	i	-17.7%	x	0.0
O=C1C2CCCN2C(c2cccnc2)N1c1ccc(Cl)c(Cl)c1 (centres undefined)	9.0	2.2%	-10.8%	x	1.5%	i	x	-3.6%	3.0
O=C(Cc1ccccc1)N1CCN(CC2CC=CCC2)CC1 (centres undefined)	6.0	1.5%	-6.3%	-0.3%	6.2%	i	5.0%	-9.8%	5.0
O/N=C/c1c[nH]c2ccccc12	14.0	3.0%	-1.0%	-4.0%	3.3%	i	-2.3%	2.9%	5.0
CC(=O)Nc1ccc2c(c1)CC1(C(=O)N(C)C(=O)N(C)C1=O)C1CCCN21 (centres undefined)	7.0	x	-9.1%	-1.3%	7.7%	i	-5.7%	4.0%	2.0
COC(=O)CCCNC(=O)CN1CC(c2ccccc2)CC1=O (centres undefined)	13.0	33.6%	-1.9%	-4.0%	18.9%	i	-13.8%	3.2%	9.0
Cc1ccccc1NC1=NCC(C)S1 (centres undefined)	13.0	-9.0%	0.5%	6.0%	4.4%	i	11.6%	x	0.0
O=C(c1ccc(CS(=O)(=O)c2ccc(Br)cc2)o1)N1CCC2(CC1)OCCO2	12.0	12.6%	0.4%	1.1%	12.3%	i	1.4%	3.9%	10.0
CCC(=Nc1ccc2c(c1)CCC2)c1c(O)n(C)c(=O)n(C)c1=O	12.0	x	-3.4%	17.1%	15.2%	i	7.9%	1.6%	4.0
O=P(/C(=N/O)N1CCCCC1)(N1CCOCC1)N1CCOCC1	5.0	10.4%	0.9%	-2.0%	12.9%	i	-3.8%	-12.4%	6.0
COc1ccccc1N1CCN(Cc2ccccc2Cl)CC1	0.0	x	-0.4%	-5.2%	4.9%	i	3.3%	x	49.0*
CCN(CC)CCCN=C(C)c1c(O)n(-c2ccccc2)c(=O)[nH]c1=O	0.0	13.6%	-11.7%	-13.0%	1.1%	i	-6.5%	6.3%	1.0
CN1C(=O)C(Cc2ccc3c(c2)OCO3)C(=O)N(C)C1=O	2.0	-0.2%	-9.4%	5.7%	8.5%	i	4.7%	-8.0%	4.0

Reprinted at random: 6 records from the list
SMILES	Spn PMK inh	LYP inhibition	Bfl-1 inhibitors	HPDE-C7 viability	Alkaline phosphatase	Spn DPM-DC inh	HPDE-C7K KRASV12	HT1080 viability	Spn MK inh	others
CN1C(=O)C(Cc2ccc3c(c2)OCO3)C(=O)N(C)C1=O	2.0	-0.2%	-9.4%	5.7%	8.5%	i	4.7%	-8.0%	4.0
O=C1C2CCCN2C(c2cccnc2)N1c1ccc(Cl)c(Cl)c1 (centres undefined)	9.0	2.2%	-10.8%	x	1.5%	i	x	-3.6%	3.0
O/N=C/c1c[nH]c2ccccc12	14.0	3.0%	-1.0%	-4.0%	3.3%	i	-2.3%	2.9%	5.0
COc1ccccc1N1CCN(Cc2ccccc2Cl)CC1	0.0	x	-0.4%	-5.2%	4.9%	i	3.3%	x	49.0*
CCN(CC)CCCN=C(C)c1c(O)n(-c2ccccc2)c(=O)[nH]c1=O	0.0	13.6%	-11.7%	-13.0%	1.1%	i	-6.5%	6.3%	1.0
CCC(=Nc1ccc2c(c1)CCC2)c1c(O)n(C)c(=O)n(C)c1=O	12.0	x	-3.4%	17.1%	15.2%	i	7.9%	1.6%	4.0

(further entries)
SMILES	Spn PMK inh	LYP inhibition	Bfl-1 inhibitors	HPDE-C7 viability	Alkaline phosphatase	Spn DPM-DC inh	HPDE-C7K KRASV12	HT1080 viability	Spn MK inh	others
Cc1cc(C)c(C(=O)CN2CCOCC2)c(C)c1	9.0	8.7%	-2.9%	-8.8%	14.0%	i	-7.0%	-0.2%	11.0	Spn PMK inh pilot replicates=4.0;Spn MK inh pilot replicates=0.0;Spn DPM-DC inh pilot screen %=0.0
CCn1c(=O)cc(OCC(=O)N2CCN(Cc3ccc4c(c3)OCO4)CC2)c2ccccc21	11.0	22.0%	-1.7%	0.5%	0.3%	i	-0.2%	0.7%	0.0
CC(C)C12CN3CCN(CC(C3)C1O)C2 (centres undefined)	0.0	8.2%	-9.3%	-1.1%	8.3%	i	-5.2%	0.6%	5.0
O=C(Cc1ccccc1)N1CCN(C/C=C/c2ccccc2)CC1	9.0	5.5%	-3.9%	-4.2%	9.7%	i	-3.5%	-1.2%	7.0
CC1CN=C(Nc2ccc(N(C)C)cc2)S1 (centres undefined)	5.0	8.5%	-3.2%	1.6%	7.8%	i	14.8%	1.8%	7.0
CCOC(=O)C1C2NC(=O)N(Cc3ccccc3)C1(C)Oc1c(OC)cccc12 (centres undefined)	12.0	x	-6.5%	-16.7%	1.4%	i	-7.1%	5.2%	0.0
Cc1ccc(N(C)C(=O)Oc2cccc3cccnc23)cc1	6.0	-10.0%	-0.2%	0.1%	8.3%	i	8.4%	17.0%	7.0
c1ccc2[nH]c(CCNC3CCCCC3)nc2c1	16.0	0.0%	-3.0%	-4.7%	-3.0%	i	-4.9%	-6.5%	0.0
CCc1cc2c(s1)NC(=O)CN=C2c1cccs1	15.0	9.7%	7.5%	11.7%	12.7%	i	22.7%	25.7%	0.0
Cc1cc(N2C(=O)C3CCCN3C2c2sccc2C)no1 (centres undefined)	13.0	-4.3%	4.3%	x	-1.6%	i	x	2.4%	4.0
CN(C)C=C1C(=O)N(C2CCCCC2)C(=O)N(C2CCCCC2)C1=O	7.0	-17.1%	3.4%	9.27µM*	7.5%	i	13.7µM*	-1.3%	4.0
O=P(O)(O)/C=C(\Cl)c1ccccc1	0.0	0.8%	-2.4%	4.5%	7.7%	i	5.2%	11.8%	11.0
N=C(N)c1c(O)n(C2CCCCC2)c(=O)n(C2CCCCC2)c1=O	14.0	3.8%	2.2%	-14.5%	10.3%	i	-7.4%	0.4%	3.0	Spn PMK inh pilot replicates=4.5;Spn MK inh pilot replicates=0.0;Spn DPM-DC inh pilot screen %=0.5
Cc1ccc2c(c1)CC1(CN2C)C(=O)NC(=O)N(CCC2=CCCCC2)C1=O (centres undefined)	0.0	8.0%	4.6%	0.5%	12.2%	i	5.2%	1.7%	4.0
O=C(Nc1ccncc1)c1c(O)c2ccccc2n(Cc2ccccc2)c1=O	6.0	-6.9%	-3.3%	-2.4%	9.5%	i	-6.3%	16.6%	4.0
